PKA-R2B act: activators of PKA-R2B holoenzyme, primary screen, biochemical, fluorescence polarization, Cy5-IP20, human. PKA-R2B holoenzyme dissociation; R2B truncated from residue 108, S112A mutant; 0% DMSO only, 100% 113 µM cGMP. activation, % at 11.4 µM. actives 0.079% (n = 340,000);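 active means activation above a cutoff set at the mean over all compounds plus 3 SD, cut at about 18% in these data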;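 further: higher means more holoenzyme dissociation and a rise in polarization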
Target sequence (P31323 whole entry, looked up, other chains not shown, the tested form may be a part): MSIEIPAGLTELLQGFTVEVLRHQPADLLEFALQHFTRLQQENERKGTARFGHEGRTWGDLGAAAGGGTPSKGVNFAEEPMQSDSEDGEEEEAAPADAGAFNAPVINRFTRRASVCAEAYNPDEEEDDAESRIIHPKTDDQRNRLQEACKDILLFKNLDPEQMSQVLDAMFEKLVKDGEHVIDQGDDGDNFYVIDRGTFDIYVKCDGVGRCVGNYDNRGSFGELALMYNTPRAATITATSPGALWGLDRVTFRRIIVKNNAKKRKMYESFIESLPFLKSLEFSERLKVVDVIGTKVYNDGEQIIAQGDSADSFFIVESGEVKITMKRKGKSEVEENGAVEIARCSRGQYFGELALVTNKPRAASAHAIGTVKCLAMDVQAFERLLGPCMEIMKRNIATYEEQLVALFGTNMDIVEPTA
C-LANA FP: inhibitors of KSHV C-LANA binding to DNA, primary screen, biochemical, fluorescence polarization, FAM-LBS DNA, MBP-C-LANA, single point; inhibition, % at 9 µM; Kaposi's sarcoma herpesvirus LANA C-terminal domain (residues 932-1162) DNA binding; actives 0.078% (n = 340,000);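 active means highest replicate inhibition at or above 60% at 9 µM, even if other replicates fall short; inactive means all replicates below 60% inhibition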;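 further: 0% = neutral control wells and 100% = 4 µM acridine orange control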
Keap1 Nrf2 FP: Keap1-Nrf2 protein-protein interaction inhibitors, primary screen, biochemical, fluorescence polarization, single point; AID 504523, 2011; actives 0.15% (n = 340,000); Kelch-like ECH-associated protein 1 (Homo sapiens), Q14145; Keap1 Kelch-Nrf2 peptide fluorescence polarization, 1536-well; inhibition, % at 9.4 µM; in the data active means inhibition above about 12%;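 further: human Keap1 Kelch domain with fluorescein labeled Nrf2 9mer peptide probe; 0% = neutral control wells and 100% = peptide positive control; higher means more block of Keap1 binding to Nrf2 peptide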
NSD2 inh: NSD2 histone methyltransferase inhibitors, primary screen, biochemical, AlphaScreen, single concentration, set 2; Histone-lysine N-methyltransferase NSD2 (Homo sapiens), O96028; NSD2 peptide methylation, 120 min; inhibition, % at 12.5 µM; actives 0.54% (n = 310,000); in the data active means inhibition above about 50%
DAGLB inh: DAGLB lipase inhibitors, primary screen, biochemical, fluorescence, HTS. HEK293T DAGLB membrane lysate, EnzChek fluorogenic substrate. Diacylglycerol lipase-beta (Homo sapiens), Q8NCG7. actives 0.059% (n = 340,000). inhibition, % at 5.17 µM; in the data active means inhibition above about 34%;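 further: 0% = enzyme with vehicle and 100% = wells lacking enzyme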
SR-BI uptake up: activators of SR-BI mediated DiI-HDL uptake, primary screen, ldlA[mSR-BI] CHO cells, DiI fluorescence. 3 h; 100 = double the neutral-control signal. activation, % at 12.5 µM. actives 0.096% (n = 320,000);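 active means mean replicate activation of at least 60% and every replicate at or above 60%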;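 further: 0% = median plate neutral-control signal and 100% = twice that signal; values of inactives mirror those of a sister screen read the other way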
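System: LDL receptor-deficient CHO ldlA cells overexpressing murine SR-BI | Timing: 3 h uptake period with compound, 37 °C | Medium: HEPES-buffered (25 mM, pH 7.4) F12 plus 0.5% BSA | Dosing: Single-point compound dose | Signal: Bottom-read fluorescence, 550/595 nm | Read-out: Retained DiI signal reflecting DiI-HDL uptake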
Arrestin-AP2 inh: inhibitors of beta-arrestin/AP2 binding, primary screen, biochemical, GPCR trafficking, flow cytometry. inhibition, % at 10 µM. FITC-arrestin peptide / GST-AP2 beads; AP2 beta2 appendage carries R879A mutation. beta-arrestin 1 C-terminal peptide binding to AP2 beta2-adaptin appendage (human). AID 504490, 2011. actives 0.31% (n = 340,000);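 active means inhibition above a set limit, near 3 SD of compounds lacking own fluorescence, cut at about 54% in these data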;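 further: plate controls were DMSO wells for no effect and 5 µM unlabelled arrestin peptide for full effect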
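System: GST-AP2 R879A glutathione beads; medium: PBS, Tween 20 0.05%, BSA 0.1%; reagent: fluorescein-tagged arrestin peptide at 50 nM final; schedule: pre-incubation 12 min, peptide binding 1 h, room temperature; detection: flow cytometry, FL1 (488/535 nm); read-out: inhibition as reduced fluorescein signal on beads, percent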
PvdQ inh: P. aeruginosa PvdQ acylase inhibitors, primary screen, biochemical, fluorescence, plate reader and imaging, single point; inhibition, % at 10 µM; purified PvdQ acylase; actives 0.063% (n = 340,000); in the data active means inhibition above about 30%, passing the limit was not always enough;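 further: 0% = vehicle neutral wells and 100% = reference inhibitor wells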
RTF Ca sens inh: cardiac RTF calcium sensitivity inhibitors, primary screen, biochemical, IANBD-TnC fluorescence, EC70 calcium; Troponin I, cardiac muscle (Homo sapiens) + Troponin T, cardiac muscle (Homo sapiens) + …; IANBD-labeled cardiac RTF, Ca2+ fluorescence; inhibition, % at 7.15 µM; actives 0.12% (n = 340,000); AID 493244, 2011;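 active means inhibition above the mean inhibition of all tested compounds plus 3 SD, cut at about 17% in these data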;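 further: assay run at fixed EC70 calcium of 1.6 mM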
SR-BI HDL uptake: inhibitors of SR-BI mediated HDL lipid uptake, primary screen, ldlA[mSR-BI] cells, fluorescence, single point; Scavenger receptor class B member 1 (Mus musculus), Q61009; ldlA[mSR-BI] CHO cells, DiI-HDL uptake fluorescence, 3 h; inhibition, % at 12.5 µM; actives 0.96% (n = 320,000); AID 488896, 2010;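 active means mean replicate inhibition of at least 70% and a set share of replicates each scoring 70 or more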;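 further: 0% = median of neutral control wells and 100% = median of positive control wells; values of inactives mirror those of a sister screen read the other way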
Target sequence (Q61009 whole entry, looked up): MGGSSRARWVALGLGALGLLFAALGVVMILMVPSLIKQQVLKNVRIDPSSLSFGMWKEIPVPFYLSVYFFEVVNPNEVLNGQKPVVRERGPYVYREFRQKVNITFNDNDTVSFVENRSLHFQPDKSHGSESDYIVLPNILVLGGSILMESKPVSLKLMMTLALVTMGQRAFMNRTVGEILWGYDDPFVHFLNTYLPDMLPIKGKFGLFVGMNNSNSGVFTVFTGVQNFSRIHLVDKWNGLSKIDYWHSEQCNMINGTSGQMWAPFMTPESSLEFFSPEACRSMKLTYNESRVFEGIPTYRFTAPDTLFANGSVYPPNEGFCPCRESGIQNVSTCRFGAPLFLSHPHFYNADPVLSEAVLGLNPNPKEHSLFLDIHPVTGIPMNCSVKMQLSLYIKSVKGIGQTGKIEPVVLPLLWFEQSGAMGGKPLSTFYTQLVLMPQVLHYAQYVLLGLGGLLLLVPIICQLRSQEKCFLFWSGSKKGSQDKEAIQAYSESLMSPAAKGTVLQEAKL
The depositor's hits bear a star; nt = no result given; & = joins results of further samples. The list is partial, so the mix of outcomes need not match the whole.

smiles	SR-BI uptake up	Arrestin-AP2 inh	NSD2 inh	RTF Ca sens inh	C-LANA FP	DAGLB inh	PKA-R2B act	SR-BI HDL uptake	PvdQ inh	Keap1 Nrf2 FP
Cc1ccc(S(=O)(=O)N2Cc3cnnn3-c3ccccc3C2C#N)cc1 (stereo unspecified)	14	5	nt	-3	-1.0	0	4	-14	-14	-3
CCC(C(=O)N1C[C@H]2C[C@@H](C1)c1cccc(=O)n1C2)c1ccccc1 (stereo partly specified)	6	18	nt	-9	0.6	0	4	-6	7	-1
ON1C2CCCCC2N(O)C1c1ccccc1 (stereo unspecified)	3	-1	0	-5	1.1	-1	-14	-3	-10	-1
C[C@H]1CC[C@@]2(C)[C@@H](CC[C@@H]3[C@@H]2CC[C@]2(C)[C@@H](O)CC[C@@H]32)C1	17	4	-7	2	0.3	-6	-1	-1	-13	-3
CC(C)(C)c1ccc(O)c(N=Cc2c(O)ccc3ccccc23)c1	-113	-21	1	-28	-0.6	-11	11	113*	-9	-21
CN1CCN(C(=O)Cc2nc3ccccc3[nH]2)CC1	34	-12	0	-9	1.2	1	-3	-34	-8	2
CN1CCC(OC(=O)C2c3ccccc3Oc3ccccc32)CC1	-3	11	-3	-11	-0.5	0	3	3	-5	-2
COc1ccc(-c2nn(CCC#N)cc2C(=O)NCc2ccccc2)cc1	nt	11	1	-17	0.4	0	-3	nt	-10	-3
CC(N)Cc1cn(Cc2ccccc2)c2ccccc12 (stereo unspecified)	14	37	44	0	2.7	-1	-14	-14	-3	2
Cc1cc(C)nc(N2Cc3ccccc3C2=N)n1	32	-6	-1	-26	-1.2	0	12	-32	-8	-8
COc1ccc(Cn2c(O)c(C=NCCCn3ccnc3)c(=O)[nH]c2=O)cc1	6	5	-1	-2	-2.1	3	-3	-6	-13	-5
COC(=O)c1c2[n+](cc3cc(OC)c(OC)cc13)CCc1cc(OC)c(OC)cc1-2	30	-6	16	-15	-4.2	-2	-1	-30	-20	-3
Cn1cccc1/C=C1\C(=O)NC(=O)N(Cc2ccco2)C1=O	-9	16	24	13	9.3	2	-5	9	0	0
O=C(COc1ccc(Cl)cc1)N(c1ccccc1Cl)C1CN2CCC1CC2 (stereo unspecified)	16	30	0	1	-0.4	1	-2	-16	4	-1
O=C1C2CCCC1C(N1CCCC1)CC2 (stereo unspecified)	48	2	1	-4	3.4	-2	-4	-48	11	-1
Cc1cc(OCC(=O)NC(Cc2ccc(Cl)cc2)C(=O)O)c2c3c(c(=O)oc2c1)CCC3 (stereo unspecified)	13	6	nt	-4	-0.8	5	5	-13	-13	-7
O=C(Cc1ccccc1)N1CCN(Cc2ccc(F)cc2)CC1	7	-34	-1	1	0.1	-2	-11	-7	-11	2
CCc1nc2ccccc2c(=O)n1-c1ccccc1OC	5	9	-5	-1	1.3	3	-4	-5	5	-4
O=C(Cn1ncn2c(cc3cc(F)ccc32)c1=O)N1CCC2(CC1)OCCO2	21	3	1	-4	-0.3	-1	9	-21	-3	1
CCOc1ccc2nc(N3CCC(C(=O)N4CCC5(CC4)OCCO5)CC3)sc2c1	-26	-2	3	5	-0.8	4	1	26	-22	-3
O=C(CNS(=O)(=O)c1ccc(Br)s1)N1CCC2(CC1)OCCO2	13	-8	nt	-1	2.6	2	5	-13	-14	-2
COc1ccc(CN2CCN(c3ccccc3)CC2)c(C)c1C	2	-1	0	-12	-1.9	-9	-9	-2	-8	-1
C[C@]12CCC3C(CC[C@H]4C[C@@H](O)CC[C@]34C)C1CC[C@@H]2O (stereo partly specified)	7	21	-1	-4	0.5	-2	-10	-7	4	-4
CCc1ccc(N2C(=O)NC(=O)/C(=C\c3cc(C)n(-c4cc(C(=O)O)cc(C(=O)O)c4)c3C)C2=O)cc1	18	6	20	-3	7.9	-2	-6	-18	5	-6
C=CC1CN2CCC1CC2c1[nH]c2ccccc2c1CCO (stereo unspecified)	8	0	-2	-6	0.5	-1	-2	-8	9	-2
COc1ccc(OC)c(C(O)C(C)N)c1 (stereo unspecified)	18	-3	nt	7	-0.6	0	-1	-18	-7&0	4
CCN(CC)C(=O)c1ccc(NC(=S)NC(=O)CCc2ccccc2)cc1	-26	-13	0	-6	-1.6	-1	-5	26	-5	-6
C(#CCN1CCCCC1)COCc1ccccc1	12	3	4	-2	-0.6	-1	-1	-12	-7	-3
CC12CCC(O)CC1CCC1C2CCC2(C)C(C3=CC(=O)OC3)CCC12O (stereo unspecified)	16	-15	-1	-7	0.0	-3	-1	-16	-18	-1
Cc1c(C)c2ccc(OCC(=O)N3CCC(C(=O)O)(c4ccccc4)CC3)c(C)c2oc1=O	23	-4	nt	4	1.5	-1	-6	-23	-5	-2

Another view of some results above:
Each structure is followed by: SR-BI uptake up	Arrestin-AP2 inh	NSD2 inh	RTF Ca sens inh	C-LANA FP	DAGLB inh	PKA-R2B act	SR-BI HDL uptake	PvdQ inh	Keap1 Nrf2 FP
C[C@]12CCC3C(CC[C@H]4C[C@@H](O)CC[C@]34C)C1CC[C@@H]2O (stereo partly specified)
 : 7	21	-1	-4	0.5	-2	-10	-7	4	-4
CCc1ccc(N2C(=O)NC(=O)/C(=C\c3cc(C)n(-c4cc(C(=O)O)cc(C(=O)O)c4)c3C)C2=O)cc1
 : 18	6	20	-3	7.9	-2	-6	-18	5	-6
C=CC1CN2CCC1CC2c1[nH]c2ccccc2c1CCO (stereo unspecified)
 : 8	0	-2	-6	0.5	-1	-2	-8	9	-2
COc1ccc(OC)c(C(O)C(C)N)c1 (stereo unspecified)
 : 18	-3	nt	7	-0.6	0	-1	-18	-7&0	4
CCN(CC)C(=O)c1ccc(NC(=S)NC(=O)CCc2ccccc2)cc1
 : -26	-13	0	-6	-1.6	-1	-5	26	-5	-6
C(#CCN1CCCCC1)COCc1ccccc1
 : 12	3	4	-2	-0.6	-1	-1	-12	-7	-3
CC12CCC(O)CC1CCC1C2CCC2(C)C(C3=CC(=O)OC3)CCC12O (stereo unspecified)
 : 16	-15	-1	-7	0.0	-3	-1	-16	-18	-1
Cc1c(C)c2ccc(OCC(=O)N3CCC(C(=O)O)(c4ccccc4)CC3)c(C)c2oc1=O
 : 23	-4	nt	4	1.5	-1	-6	-23	-5	-2

(continued)
smiles	SR-BI uptake up	Arrestin-AP2 inh	NSD2 inh	RTF Ca sens inh	C-LANA FP	DAGLB inh	PKA-R2B act	SR-BI HDL uptake	PvdQ inh	Keap1 Nrf2 FP
C=C(COC(C)=O)CC1CC(O)[C@]2(C)OC3CC4OC5C[C@]6(C)O[C@]7(C)CCC8OC9C[C@]%10(C)OC%11C(C)=CC(=O)OC%11CC%10OC9C[C@@H](C)C8OC7CC6O[C@]5(C)C/C=C\C4OC3CC2O1 (stereo partly specified)	20	-2	nt	1	-4.0	-10	6	-20	-12	-3
Cc1cccc(CS(=O)(=O)Cc2ccc(C(=O)N3CCC4(CC3)OCCO4)o2)c1	14	4	-1	-8	-0.7	2	2	-14	4	0
CCOP(=O)(OCC)C(O)c1cccc([N+](=O)[O-])c1 (stereo unspecified)	15	17	13	-12	-0.2	1	-15	-15	-5	-6
COc1cccc(C2CC3C(=O)C=CC2N3Cc2ccccc2)c1 (stereo unspecified)	17	28	9	-10	0.6	3	-2	-17	1	-8
O=[N+]([O-])c1cccc(CN2CCN(Cc3ccc(Br)cc3)CC2)c1	5	1	5	-10	-0.5	-5	-3	-5	-19	1
O=C(COc1ccc(Cl)cc1)NCCc1cnc[nH]1	8	7	-2	-5	-2.0	-1	-5	-8	-6	-2
O=C(OC1CC2CCC(N2)C1C(=O)O)c1ccccc1 (stereo unspecified)	8	8	nt	-5	-2.5	-2	-2	-8	-13	-1
C[N+](C)(C)CCc1ccc(O)cc1	-7	0	nt	1	-1.8	-2	-5	7	-11	-4
C[C@]12CC[C@@H](O)C[C@H]1CC[C@@H]1[C@@H]2CC[C@]2(C)C(=O)CC[C@@H]12	8	3	nt	1	1.5	2	3	-8	-6	-3
CCOC(=O)c1c(NC(NC(=O)CF)C(Cl)(Cl)Cl)sc2c1CCCC2 (stereo unspecified)	-13	-1	0	1	0.0	2	-9	13	-6	-2
COc1ccc(/C=N/N=C(/N)N[N+](=O)[O-])c(OC)c1	-7	7	-5	-8	-0.4	-2	-5	7	4	0
CCN(CC)CCNC(=O)c1c(O)c2ccccc2n(Cc2ccccc2)c1=O	1	1	-10	-3	0.4	-3	-7	-1	-11	-4
CC1=NN(c2ccccc2)C(=O)C1/C=C1/C(=O)NC(=O)N(c2cc(C)cc(C)c2)C1=O (stereo unspecified)	4	20	4	-6	-3.6	-2	2	-4	-2	-7
COC(=O)C1=C(c2cccc(C#N)c2)C[C@@H]2CC[C@H]1N2C(=O)NC1CCCCC1	6	18	nt	-40	-0.1	-1	2	-6	0	2
CP(=O)(Nc1ccccc1)C(Cl)(Cl)Cl (stereo unspecified)	4	-4	-3	0	0.5	2	-6	-4	-7	2
Cc1cc(C(=O)C[N+]23CCN(CC2)CC3)c(C)n1-c1ccc(Br)cc1	-22	7	-4	0	-0.1	-1	5	22	-5	-3
O=C(C(Cc1ccccc1)NS(=O)(=O)c1cccc2nsnc12)N1CCC2(CC1)OCCO2 (stereo unspecified)	14	9	0	-2	0.5	2	5	-14	9	3
Cc1cc(N2CCN(C)CC2)nc2ccccc12	3	7	4	-1	-0.7	-1	5	-3	-12	-3
N#Cc1cc2c(nc1SCC(=O)Nc1ccc(Cl)cc1)C1CCN2CC1	2	1	-1	-2	-0.1	-2	1	-2	-12	3
COc1cc(C(c2c(O)c3ccccc3oc2=O)c2c(C)n(C)n(-c3ccccc3)c2=O)ccc1O (stereo unspecified)	-7	5	-3	5	2.3	3	8	7	-8	-7

High-throughput results: PubChem, several laboratories
